Assay outcomes: PubChem BioAssay, several laboratories
Neddyl block: blocks human cullin neddylation; P61081+Q13564; TR-FRET cullin neddylation, biochemical; calls only at 25 µM; 0.58% of 360,000 active; AID 651699; in the data active means inhibition above about 36%
FAS-TE inh: FAS thioesterase (human) inhibition. AID 602261. 0.67% of 360,000 active. inhibition, % at 15 µM. recombinant FAS-TE, OMFH fluorogenic substrate, fluorescence endpoint. P49327;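 active means compounds whose normalised, plate-corrected inhibition of enzyme fluorescence in the single-dose primary screen is 50% or more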;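 further: 0% = DMSO with enzyme and 100% = substrate without enzyme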
E coli Lon inh: E. coli protease La inhibition | inhibition, % at 7.94 µM | P0A9M0 | 0.42% of 360,000 active | purified E. coli Lon protease, fluorescence polarization | AID 602123; in the data active means inhibition above about 13%, passing the limit was not always enough;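 further: 0% = enzyme with probe and DMSO and 100% = no enzyme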
Rin1-Abl PPI inh: human Rin1-Abl interaction inhibition | P00519+Q13671 | TR-FRET Rin1/Abl binding, biochemical | inhibition, % at 7.35 µM | 0.4% of 360,000 active | AID 588664; in the data active means inhibition above about 5%, passing the limit was not always enough
Target sequence (P00519 whole entry, looked up): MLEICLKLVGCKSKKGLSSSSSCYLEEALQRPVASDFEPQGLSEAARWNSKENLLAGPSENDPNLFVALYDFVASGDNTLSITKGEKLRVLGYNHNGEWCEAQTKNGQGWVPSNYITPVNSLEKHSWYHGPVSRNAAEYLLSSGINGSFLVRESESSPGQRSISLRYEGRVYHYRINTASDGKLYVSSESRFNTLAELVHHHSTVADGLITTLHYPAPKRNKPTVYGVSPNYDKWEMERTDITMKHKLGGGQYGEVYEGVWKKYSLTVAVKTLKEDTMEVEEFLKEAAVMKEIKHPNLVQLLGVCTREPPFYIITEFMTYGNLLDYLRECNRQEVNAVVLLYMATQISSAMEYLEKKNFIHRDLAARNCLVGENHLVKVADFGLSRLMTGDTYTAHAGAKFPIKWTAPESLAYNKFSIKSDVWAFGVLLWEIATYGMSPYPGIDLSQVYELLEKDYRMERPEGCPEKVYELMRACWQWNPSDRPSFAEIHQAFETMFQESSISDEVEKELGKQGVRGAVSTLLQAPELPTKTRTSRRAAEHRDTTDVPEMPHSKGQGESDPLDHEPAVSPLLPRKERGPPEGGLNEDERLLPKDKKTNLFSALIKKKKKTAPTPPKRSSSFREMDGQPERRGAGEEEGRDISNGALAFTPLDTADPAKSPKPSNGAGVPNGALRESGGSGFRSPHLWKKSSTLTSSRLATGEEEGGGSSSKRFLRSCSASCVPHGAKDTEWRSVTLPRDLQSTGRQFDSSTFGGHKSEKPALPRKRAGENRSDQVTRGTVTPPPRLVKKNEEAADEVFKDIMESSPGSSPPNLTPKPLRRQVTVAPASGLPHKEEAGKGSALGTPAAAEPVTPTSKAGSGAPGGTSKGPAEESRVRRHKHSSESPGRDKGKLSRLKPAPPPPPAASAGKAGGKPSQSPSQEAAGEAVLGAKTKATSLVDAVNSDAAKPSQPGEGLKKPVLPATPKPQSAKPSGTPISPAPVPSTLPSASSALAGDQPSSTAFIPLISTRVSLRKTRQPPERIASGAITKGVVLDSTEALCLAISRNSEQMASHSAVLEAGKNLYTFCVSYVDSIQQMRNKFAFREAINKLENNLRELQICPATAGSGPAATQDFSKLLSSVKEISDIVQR
Target sequence (Q13671 whole entry, looked up): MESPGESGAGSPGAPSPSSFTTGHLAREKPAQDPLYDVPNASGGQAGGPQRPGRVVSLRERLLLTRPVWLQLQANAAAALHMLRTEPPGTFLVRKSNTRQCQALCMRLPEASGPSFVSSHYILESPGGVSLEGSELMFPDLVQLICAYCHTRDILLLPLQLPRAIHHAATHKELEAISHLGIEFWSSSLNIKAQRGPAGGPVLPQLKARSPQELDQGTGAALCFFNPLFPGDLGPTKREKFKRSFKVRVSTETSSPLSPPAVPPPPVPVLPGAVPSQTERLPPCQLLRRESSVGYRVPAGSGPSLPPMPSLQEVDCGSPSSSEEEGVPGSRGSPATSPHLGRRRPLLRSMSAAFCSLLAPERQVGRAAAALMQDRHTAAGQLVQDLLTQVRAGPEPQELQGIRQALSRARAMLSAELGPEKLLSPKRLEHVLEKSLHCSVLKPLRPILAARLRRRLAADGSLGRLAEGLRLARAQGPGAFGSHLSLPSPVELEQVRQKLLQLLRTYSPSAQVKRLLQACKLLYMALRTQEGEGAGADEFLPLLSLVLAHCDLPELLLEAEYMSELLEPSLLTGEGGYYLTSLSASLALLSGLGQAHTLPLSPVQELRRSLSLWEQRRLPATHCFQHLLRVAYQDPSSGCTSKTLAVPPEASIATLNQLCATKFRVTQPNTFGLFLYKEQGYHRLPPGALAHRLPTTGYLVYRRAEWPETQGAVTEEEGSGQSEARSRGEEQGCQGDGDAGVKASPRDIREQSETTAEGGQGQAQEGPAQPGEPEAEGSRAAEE
CSN deneddyl inh: blocks human CSN-mediated cullin deneddylation; Purified CSN, SCF-Nedd8-OG deneddylation, fluorescence polarization; 0.38% of 360,000 active; Q92905; inhibition, % at 12.5 µM;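 active means pattern-corrected inhibition above about 35%, with an unprinted fluorescence ratio check between 0.5 and 1.5, limit read from the data, passing the limit was not always enough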;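 further: 0% = enzyme with substrate and 100% = substrate without enzyme; some results filed as inactive read as strong as hits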
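Material: human Csn5 produced in HEK293T cells; Input: enzyme 0.24 nM; Reagent: SCFSkp2-Nedd8OG substrate at 10 nM final; Dosing: 12.5 µM compound; Incubation: 90 min reaction at room temperature; Detection: fluorescence polarization of the substrate; Evaluation: % inhibition of substrate cleavage by Csn5; Control set: substrate-only high control, full reaction low control.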
MsrA inhibitor: inhibitors of bovine MsrA. purified bovine MsrA, absorbance read-out. inhibition, % at 15.5 µM. 0.75% of 360,000 active. AID 651718; in the data active means inhibition above about 4.5%;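 further: 0% = vehicle wells with enzyme and 100% = reference inhibitor wells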
PABP1 MLLE inh: blocks PAM2 peptide binding to the PABP1 MLLE domain; P11940; GST-MLLE / FITC-PAM2 fluorescence polarization; inhibition, % at 20 µM; 0.36% of 360,000 active; AID 588489; in the data active means inhibition above about 35%, passing the limit was not always enough;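 further: plate controls were DMSO wells with GST-MLLE for no effect and wells lacking GST-MLLE protein for full effect; some results filed as inactive read as strong as hits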
bovine MsrA act: activators of bovine methionine sulfoxide reductase A | 0.3% of 360,000 active | activation, % at 10.6 µM | purified bovine MsrA, absorbance read-out; in the data active means activation above about 7.5%;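 further: 0% = vehicle and 100% = reference activator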
Tb MetRS inh: Trypanosoma brucei MetRS inhibition | purified T. brucei MetRS, ATP depletion, Kinase-Glo luminescence | inhibition, % at 11.9 µM | 0.4% of 360,000 active | AID 624268;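 active means inhibition above a per-plate cutoff of the control wells' mean inhibition plus 3 SD, cut at about 5.5% in these data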;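 further: 0% = DMSO wells median and 100% = median of wells with control inhibitor compound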
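Dosing: 11.9 µM compound single dose, 0.9% DMSO; Assay system: purified T. brucei MetRS enzyme; Measured by: Kinase-Glo luciferase luminescence reporting remaining unconsumed ATP; Schedule: 15 min plus 2 h at 25 °C.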
An asterisk follows results filed as active; i = inactive; / = not tested or not shown.

molecule	bovine MsrA act	Tb MetRS inh	Rin1-Abl PPI inh	CSN deneddyl inh	Neddyl block	FAS-TE inh	E coli Lon inh	MsrA inhibitor	PABP1 MLLE inh
CN(C)C(CNC(=O)c1cc(S(=O)(=O)N(C)c2ccc(F)cc2)ccc1Cl)c1ccco1 (configuration not stated)	-3	0.1	-2	-5	i	-4	-11	2.2	8
O=C(c1ccc(OC(F)(F)F)cc1)c1ncc[nH]1	-8	-1.8	1	1	i	-6	-16	/	-8
CC(C)c1c(C#N)c(N)nc(SCC(=O)c2cc3ccccc3oc2=O)c1C#N	-3	-0.3	-5	3	i	0	-5	-0.2	-43
CCC(C)(C(=O)NC1CCCCC1)N(Cc1ccco1)C(=O)c1ccccn1 (configuration not stated)	-7	-1.5	3	0	i	-9	1	0.5	4
Cc1ccc(S(=O)OCC(=O)Nc2cc(Cl)ccc2N2CCOCC2)cc1 (configuration not stated)	-2	-0.4	-5	4	i	10	6	1.9	3
CC(=O)c1cccc(NC(=O)c2cccc3c(-c4cnn(C)c4)coc23)c1	0	0.2	0	5	i	-2	3	-1.2	12
Cc1ccc(S(=O)(=O)N2CCCC2C(=O)N(C)Cc2cccs2)cc1 (configuration not stated)	1	0.5	-1	2	i	-6	-5	0.4	2
Cc1cc(C)cc(NC(=O)COc2coc(CN3CCc4ccccc4C3)cc2=O)c1	0	-0.4	1	4	i	-1	-6	0.1	-3
O=C(O)Cn1c2c(c3ccccc31)CCCC2	-2	-0.3	2	4	i	-6	4	0.6	15
COc1ccc(C)cc1S(=O)(=O)N1CCCC(C(=O)N2CCOCC2)C1 (configuration not stated)	-4	0.0	3	-2	i	-8	-6	-0.4	-2
CCn1c(-c2cc(-c3cc(OC)ccc3OC)nc3ccccc23)n[nH]c1=S	-2	0.2	3	-1	i	-4	-2	3.3	-125
NS(=O)(=O)c1ccc(CCNS(=O)(=O)c2ccc(Cl)cc2)cc1	-8	-1.3	1	2	i	-5	1	0.1	-2
COc1c(O)ccc2c1CN1CCc3cc4c(cc3C1C2)OCO4 (configuration not stated)	-4	-1.4	3	-4	i	-2	11	/	10
CC(OC(=O)c1nsc(Cl)c1Cl)C(=O)NC(C)(C)C (configuration not stated)	-2	-0.6	-6	1	i	0	1	-1.1	9
COc1ccccc1-c1oc2ccccc2c1-c1ccc2cc[nH]c2c1	-3	-0.3	0	15	/	32	9	0.3	13
NC(=O)c1cc([N+](=O)[O-])ccc1NCc1ccc(C(=O)O)cc1	-2	0.3	2	-1	i	-2	4	1.3	6
Cc1cccc(OCC(=O)Nc2cc(S(=O)(=O)N3CCOCC3)ccc2N2CCCC2)c1C	-12	-0.2	-3	1	i	18	1	-0.1	-8
C/C(N)=C(/C#N)C(=O)COC(=O)c1ccc(OCC2CCCO2)cc1 (configuration not stated)	2	-0.3	3	2	i	0	-1	0.8	4
O=C(Sc1ccc(Cl)cc1)c1cccc(Cn2cc(C(F)(F)F)ccc2=O)c1	-6	-0.4	-2	3	i	32	6	0.6	29
CC(C)(C)NC(=O)CN(C(=O)c1csnn1)c1cccc2c1CCCC2	-1	1.8	3	-1	i	-2	-6	-0.2	10
Cc1c(N=c2scc(-c3ccccc3)n2C)c(=O)n(-c2ccccc2)n1C	-2	-0.6	-1	-1	i	-1	13	0.1	-7
CC1CCCCC1NC(=O)c1ccncc1 (configuration not stated)	-3	0.0	0	1	i	-5	0	0.4	4
Cc1nn2c(N)c(-c3ccccc3)cnc2c1-c1ccccc1	-2	0.2	1	-1	i	0	-5	-0.6	4
Cc1cc(NC(=O)Cn2nnc(-c3ccccc3NC(=O)c3ccccc3F)n2)no1	-2	-0.1	-1	-5	i	2	2	-0.3	-12
NC(=O)C1(c2ccccc2)OC1c1ccccc1 (configuration not stated)	-1	-0.1	1	3	i	4	1	1.0	-4
Cc1ccccc1NC(=O)/C(C#N)=C\c1cn(CC(=O)O)c2ccccc12	-4	-0.9	4	-2	i	0	-2	0.8	-3
Cc1ccc(CN2C(=O)C3CCCN3c3ncccc32)cc1 (configuration not stated)	-7	-0.8	2	-2	i	6	7	0.0	-18
CCCCOc1ccc(CSc2nnc(C)n2N)cc1[N+](=O)[O-]	-4	-0.6	-4	3	i	-5	2	1.0	-12
CC(C)(C)NC(=O)CSc1n[nH]c(=O)n1-c1ccccc1	-3	-0.3	1	0	i	-7	-1	-1.1	-9
COc1ccc(C(=O)Nc2nc(-c3ccc([N+](=O)[O-])cc3)c(-c3ccccc3)s2)cc1	-2	-1.2	-3	4	i	12	-3	0.1	0
NC(=O)C1CCN(C2=C(NS(=O)(=O)c3ccccc3)C(=O)c3ccccc3C2=O)CC1	-7	-1.3	-7	1	i	-3	6	-0.2	12
COC(=O)c1cn(NC(=O)c2ccc3c(c2)OCO3)c(=O)c2ccccc12	-7	-0.6	1	3	i	8	-1	0.2	6
c1ccc(Cc2c[nH]c3ccccc23)cc1	-2	-0.4	0	3	i	9	1	-0.4	11
Cc1nn(C)c(C)c1NC(=O)c1cc2nc(-c3ccco3)cc(C(F)(F)F)n2n1	-1	0.0	0	1	i	-2	3	2.5	-7
Cc1ccc(C(=O)N2CCCC(C(=O)c3ccc(Cl)cc3C)C2)cn1 (configuration not stated)	-2	0.1	-1	0	i	-5	-5	-1.1	-6
Cc1nn(Cc2ccccc2Cl)c(C)c1NC(=O)Cn1nc([N+](=O)[O-])c(Cl)c1C	-2	-1.2	4	5	i	-4	-10	-1.7	5
CC(=O)NC(CC(=O)Nc1cccc(S(=O)(=O)N2CCCC2)c1)c1ccccc1 (configuration not stated)	-3	-0.1	1	-2	i	1	-5	0.3	-16
CC1=C(C(=O)Nc2ccccc2Cl)C(c2ccc(N(C)C)cc2)NC(=O)N1 (configuration not stated)	-9	-1.6	3	13	i	-14	-37	-0.2	-71
S=C(Nc1cccnc1)Nc1cccc2cnccc12	-2	0.6	-4	17	i	-3	10	-0.8	20
CCOC(=O)c1cnc2c(OC)cccc2c1NCc1cccnc1	-2	-0.3	-3	2	i	-5	1	2.5	-2
CNC(=O)c1ccsc1NC(=O)c1ccc(S(=O)(=O)N2CCCc3ccccc32)cc1	-3	-0.3	0	7	i	29	-12	1.5	-20
CC(=O)NCCc1nc2ccccc2n1CCOc1ccc(C)cc1	-7	-0.3	-1	3	i	-8	13	-1.8	-1
Cc1ccc(/C=N/NC(=O)C2(O)c3ccccc3-c3ccccc32)o1	-3	1.3	-1	-5	i	-6	-3	1.6	-13
O=C(N=Nc1c(O)[nH]c2ccccc12)c1cccc(S(=O)(=O)N2CCCCC2)c1	-3	0.9	3	-9	i	-14	-8	-0.4	-12
CCOc1ccc(/C=N/OCC(=O)NCc2cccs2)cc1	-2	0.1	3	4	i	-6	-1	0.3	0
COc1ccc(S(=O)(=O)Cc2ccc(C(=O)NC3CC3)o2)cc1	-3	0.3	0	-5	i	-6	-6	-0.8	1
C#CCn1cc(C=C2C(=O)c3ccccc3C2=O)c2ccccc21	-2	-0.3	-8	-5	i	-3	-16	-2.0	60
Cc1cc(C)c2c(=O)[nH]c(SCC(=O)Nc3ccc(Br)cc3)nc2n1	-3	-0.3	-2	5	i	8	7	-0.2	2
NC(=O)CN1CCN(C(=O)Nc2ccccc2)CC1	-9	2.0	-1	-2	i	-5	0	0.1	11
C=CCNC(=S)NNC(=O)COc1ccc2cc(Br)ccc2c1	-9	19*	-6	-7	i	-4	-8	0.4	-85

Three of the entries above in order of their number in Rin1-Abl PPI inh, lowest first.
structure | Rin1-Abl PPI inh
CCCCOc1ccc(CSc2nnc(C)n2N)cc1[N+](=O)[O-] | -4
c1ccc(Cc2c[nH]c3ccccc23)cc1 | 0
COC(=O)c1cn(NC(=O)c2ccc3c(c2)OCO3)c(=O)c2ccccc12 | 1

Records above marked active in Tb MetRS inh:
compound | bovine MsrA act | Tb MetRS inh | Rin1-Abl PPI inh | CSN deneddyl inh | Neddyl block | E coli Lon inh | MsrA inhibitor | PABP1 MLLE inh
C=CCNC(=S)NNC(=O)COc1ccc2cc(Br)ccc2c1 | -9 | 19* | -6 | -7 | i | -8 | 0.4 | -85

(listing goes on)
molecule	bovine MsrA act	Tb MetRS inh	Rin1-Abl PPI inh	CSN deneddyl inh	Neddyl block	FAS-TE inh	E coli Lon inh	MsrA inhibitor	PABP1 MLLE inh
CCOC(=O)/C=C1\CC(=O)Nc2nonc2N1	0	0.0	0	1	i	-8	6	0.5	-2
Cc1ccc(S(=O)(=O)N2CCN(C(=O)c3ccc(COc4ccccc4)o3)CC2)cc1	-9	-0.3	2	-3	i	27	-5	-1.2	5
N/C(=N\OC(=O)c1cccc(C(F)(F)F)c1)c1cnccn1	-8	-0.5	-4	-2	i	-2	-4	-0.3	-21
COc1ccc(-c2nc(CS(=O)CC(=O)NCCc3ccc(OC)c(OC)c3)c(C)o2)cc1 (configuration not stated)	-5	-0.2	1	1	i	1	-4	-1.1	1
COc1ccc(-c2cc(C#N)nc(N3CCN(c4ccccc4)CC3)n2)cc1	-1	-0.4	-2	1	i	27	-5	-0.4	2
c1ccc2c(NC3CCCC3)nnc(NC3CCCC3)c2c1	-2	0.5	0	3	i	-13	-6	1.5	-14
CC(=O)c1ccc(N(C(=O)CNC(=O)c2ccco2)C(C(=O)NC2CCCC2)c2ccc(C)o2)cc1 (configuration not stated)	-1	-0.3	-1	1	i	3	-14	0.1	5
Cc1ccc(S(=O)(=O)N2CCOCC2)cc1NC(=O)CNCc1cccnc1	-15	-0.6	3	2	i	-7	-7	0.1	9
Cc1ccc(C(=O)CSc2nc3c([nH]2)c(=O)n(C)c(=O)n3C)cc1	-2	-0.9	-6	-3	i	-1	-8	-0.1	14
CCCCCn1c(N(C)Cc2ccccc2)nc2c1c(=O)[nH]c(=O)n2C	-2	-0.3	0	2	i	-2	0	0.7	0
O=C(Cn1nc(CNc2ccc(Cl)cc2)[n+]2c1CCCCC2)c1ccc(Br)cc1	-4	2.5	-1	-1	i	3	-8	1.2	14
COc1cccc(-c2noc(CCC(=O)NCC3CCCO3)n2)c1 (configuration not stated)	-6	-0.9	-1	1	i	-2	-11	1.1	2
O=S1(=O)C=C(SCc2ccc(F)cc2)Nc2ccccc21	-2	-0.2	4	-10	i	-3	-6	0.0	-6
Clc1ccc(OCCCNCc2ccccc2)c2ccccc12	-1	-1.5	-1	-1	i	26	5	-1.7	-8
CC(C)Oc1ccccc1OCCCOc1cccc2cccnc12	-1	0.0	-2	-6	i	9	3	-0.9	-6
NC(=O)COc1ccc2oc(-c3ccccc3)cc(=O)c2c1	-11	-0.8	-5	1	/	-10	-7	0.1	10
CC(=O)Oc1ccc(OC(C)=O)c2c1CC(C)=C(C)C2	-2	-1.0	-4	0	i	0	15	-1.1	2
CSc1ncccc1C(=O)N1CCN(S(=O)(=O)c2cc(C)ccc2C)CC1	-3	0.2	2	5	i	-4	-9	-0.5	22
CCOc1ccc(N/C=C/C(=O)c2ccc(OC)cc2)cc1	-2	-0.3	-2	-1	i	-3	3	-1.1	-66
Cc1ccc(C(=O)OC(C)CN2C(C)CCCC2C)cc1 (configuration not stated)	-3	-0.3	1	-1	i	-3	0	0.6	-25
COc1ccc(C(CNC(=O)CNC(=O)c2ccccc2)N2CCCC2)cc1 (configuration not stated)	-6	-0.2	4	-2	i	-4	-18	0.3	-6
S=c1nc(-c2cc(Cl)ccc2Cl)[nH][nH]1	0	-0.4	-7	2	i	-9	2	-0.1	10
